# mlh1 rad18: NCI yeast anticancer drug screen, S. cerevisiae mlh1 rad18 strain | % growth inhibition at 50 µM | 79,000 compounds, 11% hits;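 also: 0% = growth of vehicle-only cultures of the same strain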
#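 Read-out is yeast growth inhibition, calculated against vehicle-only controls. The compound was applied to a strain engineered with DNA damage repair alterations.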
# yeast sgs1 mgt1: NCI yeast anticancer drug screen, S. cerevisiae sgs1 mgt1 strain; 78,000 compounds, 10% hits; % growth inhibition at 50 µM;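 also: 0% = growth of vehicle-only cultures of the same strain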
#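 Growth of a repair-deficient yeast mutant was monitored after compound treatment and expressed as inhibition relative to vehicle-treated cultures.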
# cln2 rad14: NCI yeast anticancer drug screen, S. cerevisiae cln2 rad14 strain. % growth inhibition at 50 µM. 78,000 compounds, 8.3% hits;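 also: 0% = growth of vehicle-only cultures of the same strain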
#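 Strain: cln2 rad14 yeast, altered in cell cycle control and DNA damage repair. Read-out: growth inhibition vs vehicle.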
# mec2-1: NCI yeast anticancer drug screen, S. cerevisiae mec2-1 strain | 79,000 compounds, 9% hits | % growth inhibition at 50 µM;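 also: 0% = growth of vehicle-only cultures of the same strain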
#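 Strain: mec2-1 (DNA repair/cell cycle alteration). Compound exposure, then growth measured; inhibition expressed relative to vehicle.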
# rad50: NCI yeast anticancer drug screen, S. cerevisiae rad50 strain. % growth inhibition at 50 µM. 79,000 compounds, 10% hits. AID 155, 2004;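 also: 0% = growth of vehicle-only cultures of the same strain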
#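 Inhibition values express reduced yeast growth in compound-treated cultures relative to vehicle-treated controls.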
# bub3: NCI yeast anticancer drug screen, S. cerevisiae bub3 mutant strain; growth inhibition, % at 50 µM; 78,000 compounds, 9.9% hits;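 also: 0% = growth of vehicle-only cultures of the same strain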
#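 Steps: expose the mutant yeast strain to compound; grow alongside vehicle-treated cultures; measure growth; express inhibition against the vehicle cultures.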
# * marks the source's active call; other numbers are inactive results; nt = not tested or not shown; & = joins results of further samples. Rule as the data show it: active = growth inhibition above about 70%; inactive = the rest.
molecule,mlh1 rad18,yeast sgs1 mgt1,cln2 rad14,mec2-1,rad50,bub3
CCC(=O)c1cc(-c2ccccc2)nc2ccc(OC)cc12,-24,12,-23,1,3,-12
Cn1cnc2ncnc(Cl)c21,-27,10,-19,-3,2,-52
O=C1C(O)=C(Cl)C(=O)C(O)=C1Cl,-3&-13,25&-2,5&0,-26&2,14&7,-11&30
Clc1cccc(C2=NOC3COC4C=CC=CC4OCC23)c1 (stereo not given),36,51,21,17,42,50
C#CC1(O)C2CCc3cc(OC)ccc3C2CCC1(C)C(=O)OC (stereo not given),-12,4,7,0,11,-12
COc1ccc(OC)c2c(=O)cc(C)oc12,-10,-16,-3,-8,-16,-8
C/C=C(\C)C(=O)OCC1=CCC2CCC(O)N12 (stereo not given),9,0,6,0,6,10
CCn1cc(C(=O)O)c(=O)c2cc3c(cc21)S(=O)(=O)CC3,-12,-14,14,-35,-28,-7
O=C1OC(c2ccc(O)c(-c3ccccc3)c2)(c2ccc(O)c(-c3ccccc3)c2)c2c(Cl)c(Cl)c(Cl)c(Cl)c21,1,19,-19,-18,-16,-33
N#CCCP(=O)(O)CO,-27,1,0,-13,-6,4
CC(C)CC(=O)c1ccccn1,0,-16,8,-31,-10,-19
OCc1cccc(CO)n1,6,-14,4,8,-6,15
CC(C(=O)O)c1ccc(-n2nnc3c(=O)[nH][nH]c(=O)c32)cc1 (stereo not given),-6,-13,-17,-8,-16,3
CN1N(c2ccccc2)C(=O)C2=NC=C(C#N)C(=N)C21C (stereo not given),42,25,16,41,15,20
CSc1cccc(NC(=S)NC(=O)c2ccccc2)c1,-17,-1,-2,-8,0,3
Brc1ccccc1-c1nnc(-c2cccc3ccccc23)o1,-23,-15,-11,-60,-21,-27
COC1C=CC(=O)C(C)(c2ccc(S(=O)(=O)c3ccccc3)cc2)O1 (stereo not given),15,11,28,-23,-16,1
CC(C)(C)c1ccc(C(O)(c2ccc(C(C)(C)C)cc2)c2ccc(C(C)(C)C)cc2)cc1,-34,-22,8,-4,13,-20
O=[P+](O)c1cc2c3ccccc3ccc2c2ccccc12,-1,32,-12,12,-35,33
CCOC(=O)C(Cc1cc(N)c(Oc2ccc(OC)cc2)c(N)c1)NC(C)=O (stereo not given),5,-5,15,-37,-16,-9
CCCCC(C(=O)O)C1CCCCC1 (stereo not given),-1,23,-12,17,-12,-12
Cn1cnc([N+](=O)[O-])c1Sc1nc(N)nc2c1ncn2Cc1ccccc1,28,-6,11,5,25,40
c1ccc2c(c1)nnn2C1CCCCO1 (stereo not given),-73,-20,-5,-13,-5,-22
CC(=O)OCc1ncccc1C(OC(C)=O)OC(C)=O,-16,-7,7,-14,-2,-17
COc1cccc2c1C(=O)c1c(O)c3c(c(O)c1C2=O)C[C@@](O)(/C(C)=N\NC(N)=O)C[C@@H]3OC1CC(N)C(O)C(C)O1 (stereo not given in full),57,37,2,44,89*,36
CCS(=O)CCC(N)C(=O)O (stereo not given),-4,2,-20,-20,-10,6
COCCCCCC(=O)OC,0,6,4,17,5,-7
O=C1OCC(CO)O1 (stereo not given),15,14,12,-6,3,-14
CC#CC(OCC)(OCC)OCC,-2,-8,5,18,-7,-16
CC1=CC(C)(C)c2c(C)cc(C)cc21,-1,-5,4,-6,2,17
COc1cc(C)c(/C=C/C(=O)N2C(=O)OC[C@@H]2c2ccccc2)c(C)c1,18,21,27,-9,4,19
COc1cc(C(CC(=O)O)CC(=O)O)ccc1OCc1ccccc1,21,6,-2,-4,1,11
CC(C)c1ccc(/C(C(=O)O)=C(\O)C(=O)O)cc1,-7,-15,30,-7,-14,-32
CCOC(=O)C1N=[N+](c2ccccc2)C(=O)/C1=C\n1c(=S)[nH]c2ccc([N+](=O)[O-])cc21 (stereo not given),5,20,48,17,5,21
O=[N+]([O-])/C=C\c1csc2ccccc12,99*,100*,99*,100*,99*,99*
O=C(O)c1cccc(CO)c1O,4,-13,-17,-10,3,7
Cc1cc([N+](=O)[O-])cc(S(=O)(=O)O)c1C,11,6,4,3,7,2
CC[N+]1(CC)CC2CCC1C2 (stereo not given),-8,22,54,27,5,5
CC(C)(C)C(=O)/C(=C/C(=O)O)C(C)(C)C,-1,1,8,11,0,-1
CCCC(=O)C(=O)CCC,-3,2,-26,-17,-5,0
O=C1CCC(Cc2ccc(I)cc2)C(=O)N1 (stereo not given),-5,66,-64,-13,-3,-54
CC[N+](CC)(CC)c1cccc(C)c1,8,15,7,-6,19,18
ClC(c1ccccc1)C(Cl)c1ccccc1 (stereo not given),-11,2,-49,6,-4,18
O=C(NCCc1ccccn1)c1ccccc1,-31,-16,-4,-6,13,9
O=C1[C@@H]2C3C=CC([C@H]4C(=O)N(CO)C(=O)[C@@H]34)[C@@H]2C(=O)N1CO,17,-12,13,-18,-9,-5
Cc1c(CNc2ccc(C(=O)NC(CC(=O)O)C(=O)O)cc2)ccc2nc(N)nc(N)c12 (stereo not given),nt,48,9,nt,nt,16
NC1C=NNC1=O (stereo not given),-24,-10,-13,-8,-11,-10
Oc1cccc(C(c2ccccc2)c2ccccc2)c1,-4,-6,-11,0,-1,-4
O=S(=O)(CSc1ccccc1)c1ccccc1,-39,-17,-8,-33,-22,-26
NC(N)=NS(=O)(=O)c1ccc(NC(=O)c2cccc3c(N)c4ccccc4nc23)cc1,-10,0,9,6,5,-9
COC(=O)c1c(OC)cc2cc3c(c(O)c2c1C)C(=O)C1(O)C(=O)C=C(OC)C(OC(=O)CC(C)N)=C1C3=O (stereo not given),33,24,26,1,26,23
Cc1oc2ccccc2c(=O)c1CN1CCN(c2ccccn2)CC1,30,-26,-1,3,4,7
C[P+](c1ccccc1)(c1ccc(Cl)cc1)c1ccc(Cl)cc1,47,72*,-39,29,51,70
COc1cc2c(Cc3ccc(OC)c(OC)c3)[n+](Cc3ccccc3)ccc2cc1NCc1ccccc1,93*,86*,90*,92*,89*,81*
Nc1cccc(S(=O)(=O)O)c1,-5,-36,-37,-11,-27,-14
O=[N+]([O-])c1ccc(SC2OC(CO)C(O)C(O)C2O)c([N+](=O)[O-])c1 (stereo not given),21,4,-14,29,2,-5
Cc1cc[c]([Sn]([Cl])([O][Sn]([Cl])([c]2ccc(C)cc2)[c]2ccc(C)cc2)[c]2ccc(C)cc2)cc1,91*,86*,83*,89*,85*,87*
O=C(O)C(CCc1cccc2ccccc12)c1ccccc1 (stereo not given),99*,100*,99*,99*,100*,99*
COC(=O)c1[nH]c(=O)c2ccc([N+](=O)[O-])cc2c1O,0,-15,16,0,-16,-6
CC(=O)Oc1[nH]c(=O)c2cccc3c2c1CCC3,-7,-21,-6,-2,21,-23

# Other results
# Below each SMILES: mlh1 rad18 | yeast sgs1 mgt1 | cln2 rad14 | mec2-1 | rad50 | bub3
- O=C1c2ccccc2CN1c1ccc(O)cc1
  17 | -15 | 21 | 2 | 6 | -1
- CC1C(c2ccc(N(C)C)cc2)c2cc3c(cc2OC1N1CCCC1)OCO3 (stereo not given)
  -23 | -27 | 5 | -2 | -22 | 4
- CSCCc1nc(C)oc1C
  -6 | -11 | -21 | -8 | -4 | -10
- CCC(O)(c1ccccc1)c1cnc(C)n1Cc1ccccc1 (stereo not given)
  21 | 8 | 0 | 4 | 5 | 8
- Cc1cc(N2CCCCC2)nc2ccc(Cc3ccc4nc(N5CCCCC5)cc(C)c4c3)cc12
  28 | -28 | -16 | -7 | 49 | -47
- COc1cc(C2C(C(C)=O)=C(C)Oc3cc4c(cc32)OCO4)cc(OC)c1O (stereo not given)
  36 | 0 | 4 | 2 | 21 | 10
- CCOC(=O)/C(C)=C(\O)C(=O)OCC
  -6 | -9 | -11 | -27 | -7 | -13
- Cc1nn(C(N)=S)c(C)c1N=Nc1ccc(O)cc1
  16 | -5 | -30 | -4 | -5 | -11
- CSC(=S)Nc1nc2ccc(C)cc2s1
  -15 | -3 | -15 | 0 | 21 | 11
- CCOc1ccccc1Nc1nc(C)c(C(=O)CC(=O)C(=O)Nc2ccccc2)s1
  13 | 28 | 9 | 5 | 46 | 30
- Nc1nc(Cl)cc(Nc2ccc3c(c2)CCC3)n1
  -20 | 26 | 19 | 7 | 15 | 24
- Cc1cc(NC(=O)c2ccccc2)c(Cl)cc1N
  -8 | -12 | -13 | -34 | -26 | -21
- COC(=O)NC1=Nc2ccccc2C(=O)NN1
  16 | 32 | 6 | 34 | 34 | 2
- COc1ccc(C(=O)CC(=O)CCC(=O)Nc2ccc(Cl)cc2Cl)cc1
  8 | 21 | 20 | 19 | 26 | 8
- CC1=C2CC(C)(C)/C=C\C(=O)/C(C)=C\C3=C[C@H](C)C[C@]3(O2)C1=O
  80* | 73* | 40 | 71* | 61 | 64

# Limited to bub3, for some of the entries so far:
SMILES | bub3
N#CCCP(=O)(O)CO | 4
CC(C)CC(=O)c1ccccn1 | -19

# More entries follow.
# Below each SMILES: mlh1 rad18 | yeast sgs1 mgt1 | cln2 rad14 | mec2-1 | rad50 | bub3
- CCOC(=O)/C(=C\c1ccccc1)C(=O)CCN1CCOCC1
  85* | 41 | 76* | 84* | 95* | 76*
- Cc1cccc(NCc2ccccn2)n1
  0 | 20 | 7 | 7 | 23 | 4
- COC(=O)/C(C#N)=C(\Nc1ccccc1)N1CCCC1
  -20 | -12 | -1 | -46 | -30 | 11
- CC(C)C(CNC(=S)Nc1ccccc1)(c1ccccc1)c1ccccc1
  13 | 5 | 2 | 13 | 7 | 9
- OCC1OC(Sc2ncc[nH]2)C(O)C(O)C1O (stereo not given)
  -17&-18 | -8&-5 | 44&4 | -10&-7 | 5&5 | -3&-1
- COc1ccc(CSc2n[nH]c(=O)[nH]c2=S)cc1
  38 | -10 | -12 | -4 | 15 | 5
- COC(=O)N1CCC(Sc2ccccc2)C2(CCSc3ccccc3)CCC=C12 (stereo not given)
  -13 | 5 | -28 | -3 | -2 | -28
- Cc1cccc2c(C(=O)O)c3cccc(C)c3nc12
  -4 | 8 | 19 | 0 | 3 | 5
- Cc1ccc(NC(=O)C(=O)CC(=O)c2sc(Nc3c(C)cccc3C)nc2C)cc1C
  -2 | 2 | -28 | -10 | 13 | -23
- Cc1nn(C(=O)c2ccc(Cl)cc2)c2c1C(c1ccc(Cl)cc1)SC(N)=N2 (stereo not given)
  13 | 31 | -25 | -21 | 10 | -19
- CCN(CC)CC(C(=O)Nc1c(C)cccc1C)/C(C)=N\NC(=O)C[N+](C)(C)C (stereo not given)
  -2 | -27 | -22 | 5 | 19 | -1
- CCCCCCCCCCCCOc1ccc(C(C)(C)C)cc1
  -12 | -22 | 8 | -13 | -12 | -37
- OCC(O)C(O)C(O)c1nn[nH]n1 (stereo not given)
  10 | 0 | -28 | -2 | 3 | 3
- CC(=O)c1ccccn1
  -27 | -14 | -7 | -31 | -9 | -23
- CCCCCCCCCCCCCCCC[N+]1(C)CCC[N+](C)(CCCCCCCCCCCCCCCC)CC1 (stereo not given)
  0 | -3 | -23 | -21 | -5 | -8

# Structural class: those above containing a tert-butyl group.
# Below each SMILES: mlh1 rad18 | yeast sgs1 mgt1 | cln2 rad14 | mec2-1 | rad50 | bub3
- CC(C)(C)c1ccc(C(O)(c2ccc(C(C)(C)C)cc2)c2ccc(C(C)(C)C)cc2)cc1
  -34 | -22 | 8 | -4 | 13 | -20
- CC(C)(C)C(=O)/C(=C/C(=O)O)C(C)(C)C
  -1 | 1 | 8 | 11 | 0 | -1
- CCCCCCCCCCCCOc1ccc(C(C)(C)C)cc1
  -12 | -22 | 8 | -13 | -12 | -37

# Continued.
# Below each SMILES: mlh1 rad18 | yeast sgs1 mgt1 | cln2 rad14 | mec2-1 | rad50 | bub3
- CC(C)(C)NC(=O)NCc1ccco1
  -12 | -17 | -100 | -3 | -1 | 4
- O=[N+]([O-])c1ccc(CO)o1
  85* | 76* | 29 | 39 | 93* | 27
- COC(=O)C(=O)CC(=O)c1cccc(OC)c1
  50 | 0 | -76 | 19 | 19 | -8
- C=C1C2CCC3(CCC4C5(C)CCCC4(C=NC5)C3C2)C1O (stereo not given)
  2 | 4 | 7 | -11 | 8 | -7
- O=C(CNS(=O)(=O)c1ccccc1)c1ccc(Cl)cc1Cl
  54 | 53 | 22 | 36 | 32 | 55
- CCOc1ccccc1NC(=O)c1ccccc1
  2 | 5 | -34 | 0 | 7 | 22
- Nc1nc(SC2CCCCC2)nc2c1ncn2C1OC(CO)C(O)C1O (stereo not given)
  -14 | -8 | 1 | -33 | -49 | -5
- CN(C)C(=S)Sc1nsc(SC(=S)N(C)C)n1
  22 | -9 | 8 | -7 | 5 | -3
- C#CC(CC(C)C)(CC(C)C)OC(=O)Nc1ccccc1
  97* | 98* | 98* | 97* | 98* | 97*
- CC(=O)Nc1ccc(OC(C)=O)cc1N
  1 | 3 | -9 | -8 | -9 | 3

# Bioassay records deposited in PubChem by NCI.
